From PubChem BioAssay
HDAC3 inh: human HDAC3 inhibition; inhibition, % at 8.3 µM; O15379; hit rate 0.15% among 320,000; recombinant HDAC3, fluorogenic peptide/trypsin coupled, fluorescence; AID 2718; in the data active = inhibition above about 26%, passing the limit was not always enough; inconclusive = no clear call, values can overlap the other calls
Target sequence (O15379 whole entry, looked up): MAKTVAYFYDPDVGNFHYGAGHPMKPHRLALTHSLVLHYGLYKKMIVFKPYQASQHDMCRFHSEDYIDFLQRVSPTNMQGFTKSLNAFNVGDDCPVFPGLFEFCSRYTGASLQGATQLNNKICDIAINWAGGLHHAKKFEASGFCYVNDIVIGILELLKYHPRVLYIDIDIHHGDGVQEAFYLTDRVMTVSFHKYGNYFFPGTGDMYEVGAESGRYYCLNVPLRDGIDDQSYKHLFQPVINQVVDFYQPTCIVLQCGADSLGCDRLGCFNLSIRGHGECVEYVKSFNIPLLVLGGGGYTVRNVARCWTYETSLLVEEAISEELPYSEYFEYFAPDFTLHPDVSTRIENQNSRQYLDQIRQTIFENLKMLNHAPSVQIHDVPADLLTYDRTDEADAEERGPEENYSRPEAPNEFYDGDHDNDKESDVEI
* marks the source's active call; other numbers are inactive results.

CC(C)NC(=O)Nc1ccc2c(c1)C(=O)N([C@H](C)CO)C[C@@H](C)[C@@H](CN(C)C(=O)NC1CCCCC1)O2 was read as HDAC3 inh -4.5.
For C[C@H](CO)N1C[C@H](C)[C@@H](CN(C)S(=O)(=O)c2ccc(F)cc2)Oc2c(NC(=O)CCC(F)(F)F)cccc2C1=O the results were HDAC3 inh 5.7.
Screening Cc1cc(C)n2nc(C(=O)OCC(=O)Nc3ccc(C)c(S(=O)(=O)N4CCOCC4)c3)nc2n1 returned HDAC3 inh -0.5.
Screening O=C(Nc1ccc2c(c1)CCC2)c1cc(F)cc(F)c1 returned HDAC3 inh 3.1.
`c1ccc(-c2cc3cc4c(cc3cn2)OCO4)cc1` gave HDAC3 inh -7.5.
Screening O=C(CSc1nc2ccccc2c(=O)n1CCCO)NC1CC1 returned HDAC3 inh -6.6.
COc1cc(C#Cc2c(-c3cncn3C)n(C)c3ccc(-c4ccc5cc[nH]c5c4)cc23)cc(OC)c1 was read as HDAC3 inh -14.4.
Screening O=C(C[C@@H]1C/C=C\CC[C@H](Cc2ccc(F)cc2)C(=O)OC[C@@H]2CCCN2C1=O)NCCO returned HDAC3 inh 1.6.
For COc1ccc(CN(C)CC(=O)Nc2cccc(S(=O)(=O)N3CCCC3)c2)cc1F the results were HDAC3 inh 1.4.
Cc1cc(NC(=O)CN(C)CC(=O)Nc2ccc(Cl)cc2)no1 was read as HDAC3 inh -6.4.
Screening CN(CC(=O)Nc1ccc(F)cc1)C(=O)c1ccc(N2C(=O)CCC2=O)cc1 returned HDAC3 inh -5.5.
Screening Cc1ccc(S(=O)(=O)N2CCN(C(=O)COC(=O)C3(C)CC3(Cl)Cl)CC2)c(C)c1 (stereo not drawn) returned HDAC3 inh 6.7.
CC(C)(C)OC(=O)NCCCCCO was read as HDAC3 inh -2.0.
`CNc1snc(C)c1C(=O)OC(C)C(=O)Nc1cccc(OC)c1` (stereo not drawn) gave HDAC3 inh -5.3.
Screening Cc1ccc(S(=O)(=O)Nc2ccc3c(c2)C(=O)N([C@H](C)CO)C[C@H](C)[C@@H](CN(C)Cc2ccc(-c4ccccc4)cc2)O3)cc1 returned HDAC3 inh inconclusive.
`COc1ccccc1NC(=O)COC(=O)c1c(C)nn(-c2ccccc2)c1C` gave HDAC3 inh 13.9.
`Cc1ccc([C@H]2C(C(=O)O)=CC[C@@H](c3ccc(C)cc3)N2S(=O)(=O)c2ccc(C)cc2)cc1` gave HDAC3 inh 6.8.
For COc1ccc(C)cc1NS(=O)(=O)c1ccc(Cl)nc1 the results were HDAC3 inh 2.8.
Cc1ccc(C)c(NC(=O)COC(=O)c2ccc3c(c2)OCCO3)c1 was read as HDAC3 inh 2.1.
For COc1ccccc1CNC(=O)C(CCSC)NC(=O)c1cccc(S(=O)(=O)N2CCOCC2)c1 (stereo not drawn) the results were HDAC3 inh 0.1.
Cc1nn(CC(=O)N2CCc3ccccc32)c(C)c1S(=O)(=O)NC(C)(C)C was read as HDAC3 inh -0.7.
For O=Cc1ccc(C(=O)O)cc1 the results were HDAC3 inh 0.7.
`CN(CC(=O)Nc1cccc(F)c1)C(=O)COc1ccc2c(c1)CCC2` gave HDAC3 inh -12.0.
COc1ccc(-c2noc(COC(=O)c3ccco3)n2)cc1OC was read as HDAC3 inh 2.6.
COc1ccc(C(CNC(=O)c2ccc(OCc3ccccc3)cc2)N2CCOCC2)cc1 (stereo not drawn) was read as HDAC3 inh 0.1.
Screening O=C(Nc1cc(C(=O)N2CCN(c3ccccc3)CC2)ccc1Cl)c1cccs1 returned HDAC3 inh 0.0.
For CC(Oc1ccccc1)C(=O)N1CCN(c2ncccn2)CC1 (stereo not drawn) the results were HDAC3 inh -1.2.
`Cc1ccc(Cl)cc1NC(=O)COC(=O)CSc1ccccc1` gave HDAC3 inh 2.6.
For O=C(OCC(=O)N1CCOCC1)c1cc(=O)[nH]c2ccccc12 the results were HDAC3 inh -11.6.
`CCOC(=O)c1c(C)[nH]c(C(=O)OCC(=O)N2CCN(S(=O)(=O)c3ccc(C)cc3C)CC2)c1C` gave HDAC3 inh 5.7.
For COc1ccc(Cl)cc1NC(=O)CN(C)CC(=O)N(CC(C)C)c1c(N)n(CC(C)C)c(=O)[nH]c1=O the results were HDAC3 inh 1.8.
`CNC(=O)c1ccc(NC(=O)C2CCN(S(=O)(=O)c3cccc(C(F)(F)F)c3)CC2)cc1` gave HDAC3 inh inconclusive.
For FC(F)(F)c1ccccc1-n1ccnc1 the results were HDAC3 inh -13.4.
Cc1cc(C)cc(N(CCC#N)C(=O)CSc2ncnc3sccc23)c1 was read as HDAC3 inh 0.4.
For COc1cc(C(=O)OCC(=O)NCC2CCCO2)cc(OC)c1OC (stereo not drawn) the results were HDAC3 inh -3.6.
COc1ccc(S(=O)(=O)N2CCCCC2)cc1NC(=O)CSc1ncccn1 was read as HDAC3 inh -1.0.
`O=C(NCC(c1ccco1)N1CCCC1)c1cccc(S(=O)(=O)Nc2ccc(F)cc2)c1` (stereo not drawn) gave HDAC3 inh 4.1.
For Cc1cc(OCC(=O)OCC(=O)NC2CCCCCC2)ccc1Cl the results were HDAC3 inh 9.5.
`Cc1ccc(SCC(=O)OCC(=O)NCCc2ccccc2)cc1` gave HDAC3 inh 7.8.
O=C(COC(=O)c1ccc(Cl)cc1)NCC1CCCCC1 was read as HDAC3 inh 3.4.
Screening CSc1ncccc1C(=O)OCCCC(=O)c1ccc(F)cc1 returned HDAC3 inh -4.7.
`COc1ccc(CNC(=O)C(C)N2C(=O)NC(c3ccccc3)(c3ccccc3)C2=O)cc1` (stereo not drawn) gave HDAC3 inh -2.5.
`Cc1cccc(C)c1NC(=O)CNC(=O)CCNC(=O)c1ccco1` gave HDAC3 inh -2.8.
Screening CN(C)c1cccc(C(=O)NNC(=O)C23CC4CC(CC(C4)C2)C3)c1 returned HDAC3 inh -7.0.
Screening CC(CCN1C(N(C)C)=NC[C@@H]1C)c1ccccc1 (stereo partly drawn) returned HDAC3 inh -5.3.
`CC(C)(C)OC(=O)N1CCC[C@H]1C(=O)OCC(=O)Nc1cc(S(C)(=O)=O)ccc1Cl` gave HDAC3 inh 3.6.
For CCCCCCSc1ccc(-c2nc3ccc(Cl)cn3c2NCc2ccccc2)cc1 the results were HDAC3 inh -1.2.
`COCCOc1ccc(C(F)(F)F)cc1NC(=O)CN1C(=O)NC2(CCCc3ccccc32)C1=O` (stereo not drawn) gave HDAC3 inh 1.4.
For COc1cc(-c2ccc3sc(-c4ccsc4)c(C#CCO)c3c2)cc(OC)c1OC the results were HDAC3 inh -1.9.
Screening Cc1ccc(S(=O)(=O)N2CCOCC2)cc1C(=O)OCC(=O)NCc1ccc2c(c1)OCO2 returned HDAC3 inh 11.1.
Screening COc1ccc(OC)c(S(=O)(=O)NCC(=O)NC2CCCCCC2)c1 returned HDAC3 inh 0.5.
For COc1ccc(-c2coc3cc(O[C@@H]4O[C@H](CO)[C@@H](O)[C@H](O)[C@H]4O)c(OC)cc3c2=O)cc1 the results were HDAC3 inh -3.4.
`Cc1ccc(C(C)C)c(OCC(=O)N2CCN(c3ncccn3)CC2)c1` gave HDAC3 inh 7.0.
`CCCN(C(=O)c1ccc(S(=O)(=O)N2CCCC2)cc1)C1CCS(=O)(=O)C1` (stereo not drawn) gave HDAC3 inh -12.1.
Screening CC12CCC(=O)N1C(C(=O)OCC(=O)Nc1ccc(C(F)(F)F)cc1)CS2 (stereo not drawn) returned HDAC3 inh 8.8.
For CN(c1ccccc1)S(=O)(=O)c1cc(C(=O)NCCCn2ccnc2)ccc1Cl the results were HDAC3 inh 1.2.
For Cc1ccc(S(=O)(=O)NC(CC(C)C)C(=O)NCC(c2ccco2)N2CCCCC2)cc1 (stereo not drawn) the results were HDAC3 inh -5.5.
For COc1cc(/C=C/C(=O)OCC(=O)c2ccc[nH]2)cc(OC)c1OC the results were HDAC3 inh -4.8.
For O=C(COC(=O)Cc1ccsc1)Nc1ccc(Cl)cn1 the results were HDAC3 inh 4.5.
For O=C(NCCc1ccccn1)c1c(-c2ccccc2)sc2ccccc12 the results were HDAC3 inh -0.6.

Part of the list above in order of heavy-atom count, largest number first.
For COc1ccc(Cl)cc1NC(=O)CN(C)CC(=O)N(CC(C)C)c1c(N)n(CC(C)C)c(=O)[nH]c1=O the results were HDAC3 inh 1.8.
Screening Cc1cc(C)n2nc(C(=O)OCC(=O)Nc3ccc(C)c(S(=O)(=O)N4CCOCC4)c3)nc2n1 returned HDAC3 inh -0.5.
`Cc1ccc([C@H]2C(C(=O)O)=CC[C@@H](c3ccc(C)cc3)N2S(=O)(=O)c2ccc(C)cc2)cc1` gave HDAC3 inh 6.8.
COc1ccc(S(=O)(=O)N2CCCCC2)cc1NC(=O)CSc1ncccn1 was read as HDAC3 inh -1.0.
Screening CC12CCC(=O)N1C(C(=O)OCC(=O)Nc1ccc(C(F)(F)F)cc1)CS2 (stereo not drawn) returned HDAC3 inh 8.8.
`CN(CC(=O)Nc1cccc(F)c1)C(=O)COc1ccc2c(c1)CCC2` gave HDAC3 inh -12.0.
For COc1cc(/C=C/C(=O)OCC(=O)c2ccc[nH]2)cc(OC)c1OC the results were HDAC3 inh -4.8.
For Cc1cc(OCC(=O)OCC(=O)NC2CCCCCC2)ccc1Cl the results were HDAC3 inh 9.5.
Screening CSc1ncccc1C(=O)OCCCC(=O)c1ccc(F)cc1 returned HDAC3 inh -4.7.
For O=C(COC(=O)Cc1ccsc1)Nc1ccc(Cl)cn1 the results were HDAC3 inh 4.5.
For FC(F)(F)c1ccccc1-n1ccnc1 the results were HDAC3 inh -13.4.

Returning to the listing with the 2 entries that preceded the break.
For O=C(COC(=O)Cc1ccsc1)Nc1ccc(Cl)cn1 the results were HDAC3 inh 4.5.
For O=C(NCCc1ccccn1)c1c(-c2ccccc2)sc2ccccc12 the results were HDAC3 inh -0.6.
Screening CCOc1ccc2nc(SCC(=O)NCC3CCCO3)sc2c1 (stereo not drawn) returned HDAC3 inh 3.2.
Screening C=CC[C@@H](Cc1ccc(F)cc1)C(=O)OC[C@@H]1CCCN1C(=O)[C@H](CC=C)CC(=O)N(CCO)Cc1ccccc1 returned HDAC3 inh 2.7.
For COc1cccc(-c2sc3ccc(OC)cc3c2C#CC(C)(C)O)c1 the results were HDAC3 inh -1.9.
For CN(C)c1cccc(C(=O)NNC(=O)CN2C(=O)C3CC=CCC3C2=O)c1 (stereo not drawn) the results were HDAC3 inh 0.7.
`O=C(NC1CCCCC1)c1cccc2c1C(=O)c1ccc(N3CCC(Cc4ccccc4)CC3)cc1S2(=O)=O` gave HDAC3 inh -4.3.
Screening C[C@@H]1O[C@@H](O[C@@H]2C(=O)c3c(O)cc(O)cc3O[C@H]2c2ccc(O)c(O)c2)[C@H](O)[C@H](O)[C@H]1O returned HDAC3 inh -1.1.
Screening Nc1c(C(=O)CSc2nnc(-c3ccccc3F)o2)c(=O)[nH]c(=O)n1C1CC1 returned HDAC3 inh -8.0.
Screening Cc1cccc(C(C)C)c1NC(=O)c1ccc(OCC2CCCO2)cc1 (stereo not drawn) returned HDAC3 inh -0.4.
For COc1cc(/C=C/C(=O)OCC(=O)N2CCCc3ccccc32)ccc1O the results were HDAC3 inh 4.5.
For O=C(CNC(=O)c1ccccc1)OCC(=O)c1ccc(Cl)s1 the results were HDAC3 inh 6.7.
For CCc1noc(C)c1C(=O)NNC(=O)c1cc(OC)cc(OC)c1 the results were HDAC3 inh -2.8.
For COc1ccc(S(=O)(=O)N2CCOCC2)cc1NC(=O)CCNC(=O)c1ccc([N+](=O)[O-])cc1 the results were HDAC3 inh 2.4.
For CC1(c2ccc(Cl)cc2)NC(=O)N(CC(=O)NCCC2=CCCCC2)C1=O (stereo not drawn) the results were HDAC3 inh 2.5.
`CC(NC(=O)CN(C)CC(=O)Nc1ccc(Cl)cc1)c1ccc(F)cc1` (stereo not drawn) gave HDAC3 inh -0.7.
COc1cc(C(=O)NNC(=O)c2ccc3ccccc3n2)cc(OC)c1OC was read as HDAC3 inh 3.1.
`O=C(COc1ccc(-n2cnnn2)cc1)Nc1ccc(F)c(Cl)c1` gave HDAC3 inh -2.7.
`O=C(NNC(=O)c1ccccc1F)c1ccc(Cl)c(S(=O)(=O)N2CCOCC2)c1` gave HDAC3 inh 2.5.
Screening Nc1ccn(CC(=O)NCc2ccc3[nH]ccc3c2)c(=O)n1 returned HDAC3 inh -9.7.
Screening CC(C(=O)O)N(c1ccccc1Cl)S(C)(=O)=O (stereo not drawn) returned HDAC3 inh 5.7.
For O=C(CN1C(=O)NC2(CCOc3ccccc32)C1=O)c1cccs1 (stereo not drawn) the results were HDAC3 inh 1.0.
Cc1cccc(CN2CCN(C(=O)CN(C)C(C)C(=O)Nc3ccc(C(N)=O)cc3)CC2)c1 (stereo not drawn) was read as HDAC3 inh -0.1.
For C[C@H]1COC(=O)[C@@H](NC(=O)OCC2c3ccccc3-c3ccccc32)C/C=C\C[C@H](CC(=O)NCCO)C(=O)N1 the results were HDAC3 inh -0.6.
O=C(OCC(=O)N1CCCCCC1)c1ccc(Br)c(S(=O)(=O)N2CCOCC2)c1 was read as HDAC3 inh -0.2.
COc1ccc(CNC(=O)COC(=O)/C=C/c2cccc(Cl)c2)cc1 was read as HDAC3 inh -1.4.
`COc1ccc([C@H]2CC(=O)C=C(c3cc(F)ccc3OC)C2)cc1` gave HDAC3 inh 2.4.
Cc1ccc(C(=O)CCC(=O)NCc2ccc(Cl)cc2)cc1 was read as HDAC3 inh -2.1.
Screening COc1ccc(-n2c(=O)c(CCC(=O)N3CCC(C)CC3)nc3ccccc32)cc1 returned HDAC3 inh 4.9.
`CCC(C)Sc1ccc([C@@H]2[C@@H]3C(=O)N(CC)C(=O)[C@@H]3[C@]3(C(=O)OC)CCCCN23)cc1` (stereo partly drawn) gave HDAC3 inh 2.6.
Screening CCC1(c2ccccc2)NC(=O)N(CC(=O)Nc2ccc(N3CCOCC3)cc2)C1=O (stereo not drawn) returned HDAC3 inh 8.9.
`CC(=O)Nc1ccc(Nc2cc(C)nc(Nc3ccc(NC(C)=O)cc3)n2)cc1` gave HDAC3 inh -1.6.
Screening COc1cc([C@@H]2CC=C(C(=O)O)[C@H](c3cccc(Cl)c3)N2S(=O)(=O)c2ccc(C)cc2)cc(OC)c1OC returned HDAC3 inh 4.6.
Screening CC(C)(C)OC(=O)NCc1ccc(CNC(=O)c2[nH]cnc2C(=O)NC2CCN(C(=O)OC(C)(C)C)CC2)cc1 returned HDAC3 inh inconclusive.
Screening COc1ccc(S(=O)(=O)N(C)C[C@H]2Oc3ccc(NC(=O)Nc4ccccc4)cc3C(=O)N([C@H](C)CO)C[C@@H]2C)cc1 returned HDAC3 inh 3.9.

This is a subset. The share of hits here may be higher or lower than overall.
